Source: PubChem (National Center for Advancing Translational Sciences (NCATS))
HepG2 viability: HepG2 cytotoxicity, counter-screen for TGF-b inhibitors; Potency, µM (series often up to 46.1 µM), inactives show at the highest dose activity change, negative = cytotoxicity, most hits filed as cytotoxic; actives 0.76% (n = 410,000); HepG2 CAGA-GFP viability, ATP luminescence, 18 h; further: potency means the concentration at half of the fitted maximal effect; some results filed as inactive show a strong effect at the top dose
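HepG2 CAGA-GFP cells (1000/well, DMEM with 1% FBS) received compound, then TGF-beta at 500 pg/mL final, and were incubated 18 hours at 37 degrees C. Viability was read by CellTiter-Glo luminescence. Media-only wells were set as complete cell-killing and DMSO as no toxicity.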
Nrf2 inh: inhibitors of Nrf2 signaling; A549 ARE-Fluc reporter, luciferase luminescence, 18-24 h; Potency, µM (titrated, usually from 46 µM), for inactives: at the highest dose activity change, negative = inhibition, most hits filed as inhibitors; actives 2.1% (n = 360,000); AID 504444; further: potency means the concentration at half of the fitted maximal effect; on the % scale 0 is the no-effect control and ±100 the full control effect; nearly all actives have a fitted effect of over 60% in size
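Concentration-response testing used A549 ARE_Fluc cells at 5000 cells/well. Following an 18-24 h compound incubation, viability was read by fluorescence (Ex 405/Em 525) and luciferase output by luminescence.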
Nrf2 ARE act: Nrf2 pathway activation. AREc32 ARE-luciferase reporter (MCF7-derived line), luminescence, 24 h. Potency, µM (titrated, usually from 46.1 µM), for the others: top-dose activation, most hits filed as activators. actives 0.31% (n = 410,000). AID 624171; further: potency means the concentration at half of the fitted maximal effect; % of control where 0% means no effect; nearly all actives have a fitted effect of over 65% in size
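AREc32_Fluc, 1000 cells/well, OPTI-MEM + 5% FBS, o/n 37 deg C 5% CO2; 23 nL cpd by pin tool, 24 hr; Steady-Glo 30 min RT, luminescence.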
Akt phos inh: inhibitors of Akt phosphorylation; activity change, % for hits at 50 µM; actives 0.32% (n = 360,000); Neuro2A IGF-stimulated pAkt S473 HTRF, 20 min; active compounds read low; in the data active means activity change below about -80%; inconclusive means mostly about -51% to -80%; further: on the % scale 0 is the no-effect control and ±100 the full control effect
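Single-point screen (50 µM final compound) in Neuro2A cells stimulated 20 min with 6 nM IGF at 37 deg C. After lysis, Ser473-phosphorylated Akt read by HTRF (ex 330 nm, em 615/665 nm) as the 665/615 ratio.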
CCT modulator: modulators of cytosolic chaperonin (CCT/TRiC) activity; activity change, % (concentration not given with the values), hits read low; actives 0.3% (n = 360,000); AID 651819; purified chaperonin ATPase assay, HTRF ADP detection, 30 min; in the data active means activity change below about -30%; further: on the % scale 0 is the no-effect control and ±100 the full control effect
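ATPase activity: ADP formed was measured by HTRF Transcreener (665/615 nm ratio) after 30 min at 37 deg C with 10 uM ATP. Compounds screened at one 76 uM concentration against 40 or 20 nM TRiC in Tris pH 7.4/KCl/MgCl2/DTT buffer.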
Mm-Cpn inhibitor: M. maripaludis TRiC chaperonin inhibition. purified Mm-Cpn ATPase, ADP Transcreener TR-FRET. Potency, µM (titrated, usually from 76.9 µM), inactives show top-dose activity, negative = inhibition, usual class: inhibitors. actives 0.031% (n = 330,000). AID 504842; further: potency means the concentration at half of the fitted maximal effect; on the % scale 0 is the no-effect control and ±100 the full control effect; nearly all actives have a fitted effect of over 80% in size
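Purified archaeal chaperonin (25 nM final) was preincubated with compound for 10 min at 37°C, then ATP (10 uM final) was added for 30 min at 37°C in Tris pH 7.4/KCl/MgCl2/DTT buffer. ADP was quantified by HTRF Transcreener TR-FRET.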
Abeta rescue: compounds reversing amyloid beta toxicity in yeast; yeast expressing A-beta42, growth rescue, OD600, 48 h; response scale: 0% DMSO, 100% iron-clioquinol control; Potency, µM (series often up to 46.1 µM), for the others: top-dose growth rescue, hits mostly activators; actives 0.063% (n = 410,000); further: potency means the concentration at half of the fitted maximal effect; nearly all actives have a fitted effect of over 55% in size
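Yeast growth medium received pinned compounds, then yeast cells expressing toxic A-beta were added; plates incubated at 30 C for 48 hr. Growth read as absorbance at 600 nm, normalized to DMSO and equimolar FeCl3 plus clioquinol controls.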
TGFb inhibitor: inhibitors of TGF-b signaling; Potency, µM (top dose mostly 46.1 µM), for the others: at the top dose activity, negative = inhibition, actives largely listed as inhibitors; actives 1.2% (n = 410,000); HepG2 CAGA-GFP TGF-b/SMAD3 reporter, GFP fluorescence, 18 h; TGF-beta stimulated, 500 pg/mL final; further: potency means the concentration at half of the fitted maximal effect; on the % scale 0 is the no-effect control and ±100 the full control effect; nearly all actives have a fitted effect of over 65% in size
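HEPG2 CAGA-GFP, 1000 cells/well; 2 h settle, 37 C; cpd via pin tool; TGF-b 500 pg/mL final; 18 h, 37 C; GFP imaging ex488/em500-530; %Activity normalised to -TGF-b and +DMSO controls; CRC fit, curve class.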
A549 viability: A549 cytotoxicity, counter-screen for Nrf2 inhibitors | A549 ARE-Fluc cells, CellTiter-Fluor viability, 18-24 h | Potency, µM (doses to about 46 µM), for the others: at the top dose activity change, negative = cytotoxicity, hits mostly inhibitors | actives 0.16% (n = 390,000); further: potency means the concentration at half of the fitted maximal effect; on the % scale 0 is the no-effect control and ±100 the full control effect
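A549 ARE-Fluc cells in 5% FBS OPTI-MEM, 5000 cells/well, rested 2 h then exposed to compounds in concentration-response for 18-24 h at 37 °C. Viability by CellTiter-Fluor fluorescence (Ex 405/Em 525) after 30 min; luciferase luminescence (BugLite, 15 min, RT) read afterwards.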
The depositor's hits bear a star; i = inactive; ? = inconclusive; . = no result given; [ ] = dose if it differs, or a comment. Unless noted, the call rests on the fitted dose curve; in most records, active means well fitted curve in the direction sought with a large enough effect; inconclusive means small, poorly fitted or top-dose-only effect, or another doubt; inactive means no such curve, though single readings can be large; an effect the other way counts as inactive or inconclusive.

no.	SMILES	HepG2 viability	Nrf2 inh	Nrf2 ARE act	Akt phos inh	CCT modulator	Mm-Cpn inhibitor	Abeta rescue	TGFb inhibitor	A549 viability
1	CCC(C)NC(=O)c1ccc(CSCc2cccc(F)c2)o1 (stereo not given)	-1%	.	-0.2%	i	-1.8	0%	-3%	-3%	11%
2	Cc1ccccc1-c1nc2ccccc2c(=O)n1C1CCS(=O)(=O)C1 (stereo not given)	3%	-15%	-0.4%	i	-5.2	-2%	0%	15%	-11%
3	Brc1ccc(OCCCOc2cccc3cccnc23)cc1	-8%	-3%	-0.5%	i	-1.9	0%	?	-8%	11%
4	Cc1ccc(-c2nnc(SCC(=O)N/N=C/c3c(C)nn(-c4ccccc4)c3C)n2-c2ccc(C)cc2)cc1	0%	?	0.2%[9.22 µM]	i	-3.6	2%	6%	?	?
5	Cc1cc(C)cc(NC(=O)CSc2nc3c(c(=O)n2C)SC(C)C3)c1 (stereo not given)	-4%	?	0.1%	i	-1.0	-8%	-13%	-1%	-1%
6	Cc1nn(C)cc1/C=N\NC(=O)Cc1ccc([N+](=O)[O-])cc1	-29%	7%	0.6%	i	-3.9	0%	-2%	-6%	0%
7	O=C1NC[C@H](CCCCN2CCN(CCc3ccc(O)cc3)C(=O)C2=O)N(CCC2CCCCC2)C1=O	.	.	-0.3%	i	-1.1	.	-1%	.	.
8	COc1cc(OC)c(OC)cc1CN1CCCC(C(=O)c2sccc2C)C1 (stereo not given)	-19%	2%	-0.8%	i	2.1	2%	1%	-20%	-1%
9	COc1ccc(S(=O)(=O)Nc2ccc(F)c(F)c2)cc1C(=O)N1CCOCC1	-13%	9%	0.1%	i	-0.1	-3%	-1%	-20%	-1%
10	COc1cc(C2/C(=C(\O)c3ccc4c(c3)OCCO4)C(=O)C(=O)N2Cc2ccco2)cc(OC)c1OC (stereo not given)	18%	5%	0.4%	i	-0.1	-1%	-2%	52%[activator]	-6%
11	CCC(CCNC(=O)c1ccccc1)(CCNC(=O)c1ccccc1)[N+](=O)[O-]	-1%	14%	2.9%	i	0.8	.	0%	0%	1%
12	Cc1ccc(O)c(NC(=O)CCCC(=O)O)c1	2%	-4%	2.0%	i	-0.8	-1%	5%	8%	-1%
13	CC(NC(=O)CN(C)CC(=O)Nc1ccc(F)c(F)c1F)c1ccccc1 (stereo not given)	7%	18%	-0.8%	i	0.3	-1%	0%	-12%	0%
14	NC(=O)C1(N2CCCCC2)CCN(C(=O)Nc2ccc(C(F)(F)F)cc2)CC1	0%	4%	0.2%	.	.	.	-16%	.	0%
15	COc1ccc(C2N(c3cc(Cl)ccc3OC)C(=O)C3CCCN32)cc1OC (stereo not given)	-31%	-5%	-0.3%	i	0.3	?	-9%	3%	0%

Overlap with the part before: 4 entries, followed by the next part.
no.	SMILES	HepG2 viability	Nrf2 inh	Nrf2 ARE act	Akt phos inh	CCT modulator	Mm-Cpn inhibitor	Abeta rescue	TGFb inhibitor	A549 viability
12	Cc1ccc(O)c(NC(=O)CCCC(=O)O)c1	2%	-4%	2.0%	i	-0.8	-1%	5%	8%	-1%
13	CC(NC(=O)CN(C)CC(=O)Nc1ccc(F)c(F)c1F)c1ccccc1 (stereo not given)	7%	18%	-0.8%	i	0.3	-1%	0%	-12%	0%
14	NC(=O)C1(N2CCCCC2)CCN(C(=O)Nc2ccc(C(F)(F)F)cc2)CC1	0%	4%	0.2%	.	.	.	-16%	.	0%
15	COc1ccc(C2N(c3cc(Cl)ccc3OC)C(=O)C3CCCN32)cc1OC (stereo not given)	-31%	-5%	-0.3%	i	0.3	?	-9%	3%	0%
16	O=C(NNC(=O)C1CCCN(c2ncccn2)C1)c1ccc(F)cc1 (stereo not given)	1%	-21%	-0.4%	i	2.4	0%	-10%	-5%	4%
17	CC(=O)c1c(C)[nH]c(C(=O)NCCCN2CCCC2)c1C	10%	-5%	0.2%	i	-0.2	-2%	8%	-9%	0%
18	Cc1ccc(C(=O)CSc2nnc(CNc3ccc(C)cc3C)n2Cc2ccco2)cc1	-18%	23µM*	-0.4%	i	0.9	-2%	?	?	?
19	N#Cc1ccc(Cl)cc1NC(=O)COC(=O)c1cccc(S(=O)(=O)N2CCOCC2)c1	-4%	1%	2.0%	i	3.4	0%	-3%	16%	10%
20	COC(=O)C(Nc1nccs1)(OC)C(F)(F)F (stereo not given)	1%	0%	2.3%	i	-0.5	-2%	14%	-5%	-2%
21	COCCNC(=O)C(=O)N/N=C/c1ccc(C(=O)OC)cc1	6%	5%	0.3%	i	-2.2	-4%	-4%	4%	1%
22	O=C(CSc1nc2ccccc2c(=O)n1-c1ccc(SC(F)F)cc1)Nc1ccc(N2CCOCC2)cc1	-8%	-9%	0.1%	i	1.6	0%	-5%	6%	1%
23	O=C(CSc1ncccc1C(=O)O)NC12CC3CC(CC(C3)C1)C2	0%	12%	0.2%	i	-1.0	-1%	-5%	0%	-4%
24	COc1ccc(C2OC(=O)c3ccccc3S2)cc1 (stereo not given)	0%	9%	12%	i	-0.6	0%	5%	-3%	-16%
25	CC(=O)OC1CSc2nc3ccccc3n2C1 (stereo not given)	3%	1%	0.2%	i	-0.7	0%	-9%	-10%	16%
26	CC(=O)c1cccc(NC(=O)Nc2ccc(C(=O)N3CCCC3)cc2)c1	-27%	?	-0.7%	i	-0.1	-1%	18%	-10%	1%[1.84 µM]
27	Cc1ccc(N2CC(C(=O)Nc3nnc(SCC(=O)NCC4CCCO4)s3)CC2=O)cc1 (stereo not given)	5%	3%	-0.3%	i	0.0	0%	-2%	5%	-3%
28	O=C(CCN1C(=O)/C(=C/c2cccs2)SC1=S)Nc1ccccn1	-45%	30%	3.6%	i	0.1	-1%	-11%	0%	-1%
29	O=C(CC1Nc2ccccc2NC1=O)Nc1cc(Cl)cc(Cl)c1 (stereo not given)	5%	-7%	3.4%	i	0.4	2%	2%	-27%	-3%[1.84 µM]
30	O=C(CCC(=O)OCC(F)(F)C(F)F)Nc1ccc(Cl)cc1	-2%	1%	0.0%	i	-4.5	1%	16%	0%	.
31	N#Cc1cccc(NC(=O)CSc2cccc[n+]2[O-])c1	1%	19%	3.7%	i	-0.6	1%	-1%	0%	12%
32	Cc1cccc(C2(c3cccc(C)c3)CC2C(=O)NCC2CCCO2)c1 (stereo not given)	-3%	0%	3.4%	i	-2.9	1%	-3%	6%	-1%
33	CC(=O)c1c(C)nc(-c2ccc(Cl)cc2)nc1N	-9%	?	9.6%	i	0.1	?	-12%	1%	8%
34	Cc1ccc(-c2ocnc2C(=O)N2CCOCC2)cc1	12%	1%	0.0%	i	-10	-3%	-9%	-2%	0%
35	CCc1ccccc1NC(=O)Nc1cc(C(=O)NCc2ccc(C(C)C)cc2)ccc1N1CCCC1	2%	.	0.3%	.	.	.	0%	-18%	4%
36	Cc1ccc(NC(=O)CNC(=O)c2ccco2)nc1	-4%	3%	0.0%	i	1.8	0%	0%	-6%	-5%
37	COc1ccc(NC(=O)CSc2nnc3ccc(-c4ccccn4)nn23)cc1OC	7%	16%	0.3%	i	3.7	0%	16%	1%	0%
38	Cn1ccnc1C(O)c1cccc(OCc2ccccc2)c1 (stereo not given)	-2%	7%	0.1%	i	-4.3	0%	-14%	15%	-9%
39	COc1cccc(NC(=S)N(Cc2ccc(C(=O)O)cc2)Cc2ccc(OC)c(OC)c2)c1	-4%	-15%	1.4%	i	-0.2	1%	3%	4%	4%
40	COc1ccc(C(=O)N2CCCC(C(N)=O)C2)cc1S(=O)(=O)N1CCOCC1 (stereo not given)	-4%	1%	-0.6%	i	-1.8	0%	-2%	7%	-1%
41	COc1cc2[nH]c(=S)nc(NCc3ccccn3)c2cc1OC	2%	2%	3.0%	i	-1.4	1%	-9%	-15%	13%
42	Cc1ccc(N2C(=O)c3ccccc3C2(O)c2ncc[nH]2)cc1 (stereo not given)	2%	-17%	0.5%	i	-2.5	-1%	-3%	24%	-6%
43	CCOc1ccc(CCNC(=O)c2cccc(S(=O)(=O)N3CCOCC3)c2)cc1OCC	-19%	?	0.2%	i	-1.8	3%	-4%	-28%	-3%
44	O=C(CSC1=NCCS1)NC1CCCC1	-1%	9%	0.0%	i	1.0	0%	6%	11%	-4%
45	O=[N+]([O-])c1cc([N+](=O)[O-])c2n[nH]c(-c3ccccc3)c2c1	-3%	0%	3.8%	i	1.2	0%	-17%	?	1%
46	O=C(COC(=O)C1Cc2ccccc2CN1C(=O)c1ccccc1Cl)Nc1ccc(N2CCOCC2)cc1 (stereo not given)	0%	4%	0.3%	i	-4.6	-5%	1%	?	-12%
47	C=CCN(C)NC(=O)Nc1ccccc1	1%	-6%	0.4%	i	0.2	0%	20%	-8%	-8%
48	Cc1cccc(-c2nnc(SCC(=O)Nc3cccc(C(=O)N4CCOCC4)c3)n2C)c1	-9%	-12%	-1.5%	i	-4.8	2%	19%	-3%	-1%
49	COc1ccc(C(=O)COC(=O)/C=C/c2ccccc2[N+](=O)[O-])cc1	4%	15%	?	i	0.6	0%	-5%	3%	-1%
50	CCc1cccc(C)c1NC(=O)c1cc(S(=O)(=O)N2CCCCCC2)cn1C	1%	.	3.1%	.	.	.	-7%	0%	-5%
51	COc1ccc(CNc2nc3ccccc3n2C)c(OC)c1	-6%	?	0.0%	i	-0.4	0%	14%	?	-3%
